12-LOX inh – ALOX12 (human) lipoxygenase inhibition. Potency, µM (series often up to 108 µM), for the others: at the highest dose activity change, negative = inhibition, usual class: inhibitors. purified 12hLO, xylenol orange hydroperoxide absorbance. P18054. 1.1% of 580,000 active; further: on the % scale 0 is the no-effect control and ±100 the full control effect
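Hydroperoxide product was detected by ferrous iron/xylenol orange as the 573 to 405 nm absorbance ratio. Arachidonic acid at 40 uM (final) was turned over for 30 min at room temperature by 150 nM human 12hLO, pH 7.0 Hepes buffer, after 15 min compound preincubation.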
ERG-DNA inh – ERG Ets/DNA interaction inhibition; fluorescence polarization, His-ERG Ets domain / labelled DNA; 0.028% of 370,000 active; P11308; Potency, µM (doses to about 76.9 µM), inactives show at the highest dose FP activity, negative = inhibition, hits mostly inhibitors; active means well fitted inhibition curve with a large enough effect in the polarisation, with a control signal flat; inconclusive means small, poorly fitted or top-dose-only effect, or effect the other way, or a change in a side signal; inactive means no such curve, though single readings can be large or run the other way; the % refers to the polarisation;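 further: polarization taken with two DNA probes labelled with fluorescein and Texas red; % of control where 0% means no effect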
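His-tagged ERG Ets domain (1 uM in the protein solution; 300mM KCl, 50mM Tris-HCl, 1mM EDTA, 1mM DTT, pH 7.5) received compound, then a probe mix of 5 nM fluorescein-DNA and 100nM Texas-615-DNA. Fluorescence polarization was read for both dyes.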
RGS4 inh – blocks human RGS4-accelerated GTP hydrolysis. P49798. Transcreener GDP fluorescence polarization, RGS4-accelerated GTP hydrolysis. Potency, µM (doses to about 114 µM), without a hit: at the top dose activity change, negative = inhibition, hits mostly inhibitors. 0.039% of 390,000 active; further: on the % scale 0 is the no-effect control and ±100 the full control effect; nearly all actives have a fitted effect of over 75% in size; some results filed as inactive show a strong effect at the top dose
Target sequence (P49798 whole entry, looked up): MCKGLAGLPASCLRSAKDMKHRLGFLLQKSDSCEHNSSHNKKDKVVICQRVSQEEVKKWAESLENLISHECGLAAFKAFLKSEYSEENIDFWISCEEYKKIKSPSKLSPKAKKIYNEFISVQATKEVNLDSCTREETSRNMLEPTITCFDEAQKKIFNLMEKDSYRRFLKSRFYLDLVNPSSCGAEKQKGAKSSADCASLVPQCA
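MLSMR compounds (23 nl, pin-transferred) preincubated 10 min at room temperature with a 500nM (2x) first reagent, then RGS4 at 900nM (2x) plus Transcreener GDP mix added; fluorescence polarization (620/688 nm) read before and after 90 min at 30 °C.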
GLS inh – glutaminase GLS (human) inhibition; O94925; GLS enzymatic activity, qHTS titration; Potency, µM (doses to about 45.5 µM), for inactives: at the highest dose activity change, negative = inhibition, actives largely listed as inhibitors; 0.21% of 410,000 active; AID 624170; further: on the % scale 0 is the no-effect control and ±100 the full control effect
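hKGA; 45 mM KH2PO4 pH 8.2 + 0.02% Tween-20; cpd via pin tool; 1 mM Gln soln; GluOx/HRP/Amplex Red; RT 30 min; fluor. t0 & final.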
PGK inhibitor – blocks T. brucei phosphoglycerate kinase; P07378; PGK/GAPDH coupled, Kinase-Glo luminescence, 60 min; Potency, µM (doses to about 57.5 µM), inactives show at the top dose activity change, negative = inhibition, most hits filed as inhibitors; 0.043% of 380,000 active; AID 602233; further: on the % scale 0 is the no-effect control and ±100 the full control effect; nearly all actives have a fitted effect of over 60% in size
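Luminescent ATP detection (Kinase-Glo Plus) follows a 60-minute room-temperature incubation, with wells lacking PGK as controls. Buffer: 100 mM TEA (pH 7.6), 5 mM MgCl2, 0.01% Tween-20. Coupling enzyme GAPDH (100 nM final) supplies unstable 1,3-BPG in-well.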
JMJD2A Tudor inh – JMJD2A Tudor domain (human) inhibition | O75164 | Potency, µM (highest dose often 114 µM), without a hit: at the top dose activity change, negative = inhibition, most hits filed as inhibitors | AlphaScreen JMJD2A-Tudor / H3K4me3 peptide binding | 4.4% of 390,000 active; further: on the % scale 0 is the no-effect control and ±100 the full control effect; nearly all actives have a fitted effect of over 50% in size
TrxR1 inh – inhibitors of rat thioredoxin reductase 1. O89049. recombinant rTrxR1, NADPH fluorescence consumption, selenite substrate. Potency, µM (series often up to 114 µM), for the others: at the highest dose activity change, negative = inhibition, hits mostly inhibitors. 1% of 390,000 active. AID 588453; further: on the % scale 0 is the no-effect control and ±100 the full control effect; nearly all actives have a fitted effect of over 65% in size
Target sequence (O89049 whole entry, looked up): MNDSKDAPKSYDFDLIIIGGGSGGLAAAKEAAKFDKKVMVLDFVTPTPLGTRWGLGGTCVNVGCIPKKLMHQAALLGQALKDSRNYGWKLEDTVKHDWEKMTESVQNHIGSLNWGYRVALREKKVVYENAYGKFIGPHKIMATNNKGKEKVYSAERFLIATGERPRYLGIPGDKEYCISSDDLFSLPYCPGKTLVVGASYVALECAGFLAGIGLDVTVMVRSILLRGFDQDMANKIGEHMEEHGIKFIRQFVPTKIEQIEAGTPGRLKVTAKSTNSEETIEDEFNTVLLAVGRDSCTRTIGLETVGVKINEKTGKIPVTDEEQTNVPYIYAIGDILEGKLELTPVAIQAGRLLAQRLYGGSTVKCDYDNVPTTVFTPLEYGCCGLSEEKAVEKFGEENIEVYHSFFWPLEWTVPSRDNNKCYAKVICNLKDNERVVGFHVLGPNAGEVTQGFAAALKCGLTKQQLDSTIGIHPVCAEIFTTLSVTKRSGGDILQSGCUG
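Rat TrxR1 (90 nM in the dispensed reagent) was pre-reduced with 400 uM NADPH for 5 min at room temperature, then incubated with compound for 15 min. After 400 uM selenite was added, NADPH fluorescence (Ex 340/Em 450 nm) was followed for 8 min.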
HP1b chromo inh – HP1-beta chromodomain-methylated histone interaction inhibition. P83916. AlphaScreen HP1-beta / biotin-H3K9me3 peptide binding. Potency, µM (top dose mostly 114 µM), for inactives: at the highest dose activity change, negative = inhibition, actives largely listed as inhibitors. 0.56% of 390,000 active. AID 540317; further: nearly all actives have a fitted effect of over 70% in size; inactives centre near 23
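HP1-beta protein (50 nM final) preincubated 30 min at room temperature with biotinylated H3(1-18)K9me3 peptide (50 nM) in PBS pH 7.4, 0.01% Tween-20, then compound added for 30 min. AlphaScreen streptavidin donor/nickel chelate acceptor beads (10 ug/mL final), 30 min dark, luminescence read.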
Pin1 inhibitor – blocks the human prolyl isomerase Pin1; Q13526; Pin1 FP peptide displacement, HiFluor488, 10 min; Potency, µM (top dose mostly 115 µM), for inactives: top-dose activity, negative = inhibition, most hits filed as inhibitors; 0.009% of 390,000 active; AID 504891; active means well fitted inhibition curve with a large enough effect in the polarisation, with a control signal flat, not every such curve was filed as active; inconclusive means small, poorly fitted or top-dose-only effect, or effect the other way, or a change in a side signal; inactive means no such curve, though single readings can be large or run the other way; the % refers to the polarisation; further: on the % scale 0 is the no-effect control and ±100 the full control effect
Target sequence (Q13526 whole entry, looked up): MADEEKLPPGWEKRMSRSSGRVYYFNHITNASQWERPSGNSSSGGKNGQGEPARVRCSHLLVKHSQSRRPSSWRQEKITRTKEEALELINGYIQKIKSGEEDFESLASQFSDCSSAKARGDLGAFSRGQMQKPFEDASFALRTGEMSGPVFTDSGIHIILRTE
* marks the source's active call; other numbers are inactive results; i = inactive; ? = inconclusive; / = no result given; [ ] = dose if it differs, or a comment. Unless noted, the call rests on the fitted dose curve; in most records, active means well fitted curve in the direction sought with a large enough effect; inconclusive means small, poorly fitted or top-dose-only effect, or another doubt; inactive means no such curve, though single readings can be large; an effect the other way counts as inactive or inconclusive. Potency means the concentration at half of the fitted maximal effect.

The line under a structure holds: TrxR1 inh	RGS4 inh	JMJD2A Tudor inh	GLS inh	Pin1 inhibitor	HP1b chromo inh	12-LOX inh	PGK inhibitor	ERG-DNA inh
C/C(N)=C(/C#N)C(=O)COC(=O)c1ccccc1C(=O)c1ccc(C)cc1
  15%[57.1 µM]	-3%	-4%	-6%	0%	24%	-9%	-3%	14%
COc1cccc([C@@H]2Oc3ccc(Br)cc3C(=O)[C@H]2OC(=O)NC2CCCC2)c1
  6%	-13%	-1%	5%	0%	48%[activator]	/	-7%	-5%
O=C(CSc1nnc(-c2ccco2)o1)Nc1c(F)cccc1F
  15%	3%	-8%	6%	6%	39%[activator]	17%	0%	1%
CCn1c(-c2cccs2)nc2ccccc21
  -27%	18%	-9%	0%	-3%	37%	0%	-1%	3%
CN(C1=NC(=O)C(CC(=O)Nc2ccc(Br)cc2)S1)c1ccc(O)cc1 (centres undefined)
  10%	-14%	-14%	13%	-1%	10%	?	/	/
COc1ccccc1CNS(=O)(=O)c1cc(C(=O)NCc2ccccn2)c(Cl)cc1Cl
  3%[57.1 µM]	22%	-5%	2%	1%	23%	20%	-1%	-12%
CCN(CC)C(=O)c1sc2c(c1C)c(=O)n(-c1ccc(C)c(C)c1)c(=O)n2CC(=O)NCC1CCCO1 (centres undefined)
  17%[57.1 µM]	-6%	-15%	-18%	-9%	8%	1%	1%	-11%
O=C(NCCc1ccccc1)C1CCN(C(=O)Nc2ccccc2)CC1
  9%[57.1 µM]	-1%	0%	-13%	-1%	22%	1%	-5%	-2%
CCOc1ccc(CNC(=O)Cn2ncc3c(=O)oc4ccc(C)cc4c32)cc1
  1%	20%	-14%	-3%	3%	31%	-17%	i	-4%
CC(Oc1ccc2c3c(c(=O)oc2c1)CCCC3)C(=O)NCCCn1ccnc1 (centres undefined)
  24%	16%	-9%	-1%	-9%	43%[activator]	-6%	-3%	6%
O=C(Nc1ccccc1)c1cccc(N2CCCS2(=O)=O)c1
  5%[57.1 µM]	8%	-9%	-10%	1%	37%	-4%	-1%	-1%
CCN(CC)c1ccc(/C=N/Nc2ccc(C)cc2)c(O)c1
  17%	18%	-1%	2%	3%	21%	?	3%	2%
COc1cc(C)ccc1OCCSc1nc2ccc(NC(=O)c3ccc(C)cc3)cc2s1
  ?	14%	6%	2%	0%	35%	-18%	-2%	-2%
Fc1ccc(Oc2cnns2)cc1
  16%	2%	-5%	-3%	-6%	33%	-8%	5%	-6%
Cc1cc(C)nc(SCC(=O)N/N=C/c2cccnc2)n1
  15%	0%	11%	-8%	-2%	34%	3%	-2%	-6%
O=C1CN(C(=O)COc2ccc(Cl)cc2)C(c2ccccc2)c2cc(Br)ccc2N1 (centres undefined)
  26%	2%	-25%	1%	34%[activator]	24%	4%	-7%	10%
O=S(=O)(c1ccc(Cl)cc1)N1CCN(c2nc(-c3cccc(Br)c3)nc3ccccc23)CC1
  26%	20%	-21%	/	14%	21%	/	/	/
COc1ccc2nc(SCC(=O)NCc3ccc(OC)c(OC)c3)[nH]c2c1
  27%[57.1 µM]	-35%	89µM*	-3%	-3%	5%	0%	2%	-8%
NC(CSC1(c2ccccc2)c2ccccc2-c2ccccc21)C(=O)O (centres undefined)
  ?	-43%	?	15%	-4%	15%	?	3%	-8%
COc1ccc(C(CNC(=O)COc2cc(C)cc(C)c2)N2CCOCC2)cc1 (centres undefined)
  1%	0%	-24%	-2%	0%	25%	-16%	-2%	0%
CN(C)CCCn1c(-c2ccccc2)nc(=S)c2c1CCCC2
  -24%	17%	?	10%	0%	14%	-9%	-8%	-8%
CCOC(=O)c1c(O)c(Cl)c(C)[nH]c1=O
  8%	?	79µM*	-10%	0%	5%	?	5%	-5%
Cc1ccc(-n2c(SCC(=O)Nc3cccc(S(=O)(=O)NC4=NCCCCC4)c3)nc3ccccc3c2=O)cc1C
  -2%	5%	-13%	-1%	10%	15%	-9%	3%	-5%
O=C(N1CCN(Cc2ccccc2)CC1)C12CC3CC(CC(C3)C1)C2
  ?	1%	-20%	3%	-4%	35%	0%	1%	-1%
Cc1ccc(S(=O)(=O)N2CCN(c3ccc(C(=O)N4CCOCC4)cc3[N+](=O)[O-])CC2)cc1
  -13%	18%	-32%	6%	1%	0%	-5%	-3%	/
Cn1c(=O)c2c(nc(OCc3ccccc3)n2C)n(C)c1=O
  9%	-5%	-17%	4%	0%	24%	?	-4%	9%
CCSc1nc(=S)n(Cc2ccccc2)c(C)c1C(C)=O
  -10%	-1%	-15%	2%	5%	9%	-22%	-2%	-4%
CCS(=O)(=O)N1CCc2cc(C(=O)Nc3cc(OC)c(Cl)cc3OC)ccc21
  8%	-10%	?	0%	0%	27%	-26%	-2%	1%
CCN(CC)CCCN1C(=O)CSC1c1ccc2c(c1)OCO2 (centres undefined)
  11%[57.1 µM]	-29%	-14%	2%	3%	34%	52%[activator]	-3%	-3%
CC(=O)c1c(C(C)=O)c(C)n(Cc2ccccc2)c1C
  1%[57.1 µM]	-3%	-23%	0%	-2%	8%	-2%	-5%	0%
COc1ccc(-c2[nH]ncc2C2N=C(N)Nc3nc4ccccc4n32)cc1 (centres undefined)
  9%[57.1 µM]	-18%	-18%	-1%	-1%	13%	2%	-8%	0%
CCOc1ccc(NC(=O)CN2CCN(CC(=O)Nc3cc(OC)cc(OC)c3)CC2)cc1
  22%[57.1 µM]	20%	-14%	2%	0%	25%	0%	i	-1%
O=C(CCS(=O)(=O)c1ccc(Cl)cc1)N1CCN(c2ccccc2F)CC1
  14%	6%	-6%	-1%	-4%	20%	0%	4%	-6%
Oc1ccccc1CNc1ccc2c(c1)OCCO2
  5%[57.1 µM]	-27%	-35%	4%	0%	4%	8%	-1%	14%
COCCn1nnnc1C(c1ccccc1OC)N1CCc2ccccc2C1 (centres undefined)
  -24%[2.29 µM]	-21%	-22%	3%	0%	34%[activator]	-31%	/	/
COC(=O)[C@H]1C[C@@H]1[C@H](NC(=O)c1cccnc1)c1ccccc1
  -3%	3%	-8%	2%	-1%	25%	-10%	1%	-3%
CN(CC(=O)N1CCc2ccccc2C1)S(=O)(=O)c1ccc2c(c1)c(=O)n(C)c(=O)n2C
  12%	16%	-20%	-2%	-3%	20%	?	-7%	2%
CSc1nc(N2CCOCC2)c2c(c1C#N)CCCCC2
  2%	-6%	6%	-1%	0%	38%	?	-7%	-4%
CCCCn1c(N)c(N(CCC(C)C)C(=O)c2ccc3c(c2)OCO3)c(=O)[nH]c1=O
  1%	8%	-12%	5%	1%	14%	3%	i	/
COC(=O)c1c(C)sc(-c2c(-c3ccc4c(c3)OCCO4)[nH]c3[nH]c(=O)[nH]c(=O)c23)c1O
  -16%	-29%	50µM*	-5%	?	?	25µM*	/	17%
CC1(C)CC(=O)C2=C(C1)NC(Nc1nc3ccccc3o1)=NC2c1cccnc1 (centres undefined)
  17%	8%	-13%	/	4%	29%	/	/	/
O=C(O)C1=CC[C@@H](c2ccc(Cl)cc2)N(S(=O)(=O)c2ccc(Cl)cc2)C1
  9%[57.1 µM]	1%	-15%	10%	1%	37%[activator]	-22%	-10%	8%
Cc1cc(C(=O)N/N=C/c2ccc(N3CCOCC3)cc2)c(C)o1
  3%[57.1 µM]	-7%	-32%	8%	31%[activator]	7%	6%	-13%	28%
CCN(C(=O)Nc1cccc(Cl)c1)c1ccccc1
  7%[57.1 µM]	9%	-2%	2%	-2%	47%[activator]	-11%	-10%	-1%
O=C(c1ccc(N2C(=O)C3CC=C(Cl)CC3C2=O)cc1)N1CCOCC1 (centres undefined)
  -7%	25%	-7%	8%	-10%	14%	-8%	i	-3%
COc1cc(NC(=O)COc2ccccc2Cl)ccc1NC(=O)c1cccs1
  12%	-1%	-25%	-9%	3%	5%	-27%	-3%	18%
Cc1ccc(CSc2nnc(-c3ccncc3)n2C)cc1
  -10%[57.1 µM]	-4%	89µM*	4%	0%	47%[activator]	0%	10%	4%
C=CCSc1nc2[nH]ncc2c(=O)[nH]1
  15%	-12%[11.4 µM]	-33%	0%	6%	8%	-5%	-2%	1%
O=C(OCC#CCSc1nnc(-c2ccc([N+](=O)[O-])cc2)o1)c1cccs1
  -18%	10%	?	10%	-5%	-25%	0%	5%	-8%
O=C(NCCN1CCOCC1)C1CCN(Cc2ccccc2O)CC1
  11%	-7%	1.4µM*	22%	1%	?	?	-7%	-4%
O=C(CCSc1ccccc1)NCCSCc1ccccc1
  3%[57.1 µM]	-10%	20%	10%	-3%	37%	-7%	-9%	2%
O=C(CNS(=O)(=O)c1ccccc1Br)OCC(=O)N1CCc2ccccc21
  -2%	10%	-16%	-4%	6%	6%	0%	5%	2%
NC(=O)c1ccc(NC(=O)c2ccc(CN3CCOCC3)cc2)cc1
  15%	-3%	-8%	4%	-5%	19%	-5%	-7%	-7%
CCCCn1c(N)c(N(CC(C)C)C(=O)CCCc2cccs2)c(=O)[nH]c1=O
  -10%	15%	-6%	0%	-2%	16%	80%[activator]	-2%	-7%

Bioassay records deposited in PubChem BioAssay by National Center for Advancing Translational Sciences (NCATS).

The list is partial; count on the stated rates, not on these rows.
